# Screening results deposited in PubChem BioAssay by The Scripps Research Institute Molecular Screening Center.
# M1 PAM parental: M1 PAM counterscreen hit in parental CHO-K1 cells. ATP EC20, Fluo-8 calcium fluorescence; 0% at ATP EC20, 100% at ATP max. activation, % at 3 µM. actives 0.02% (n = 360,000);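 active means activation above the run cutoff, the mean activation of all test compounds plus 3 SD, cut at about 40% in these data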;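 further: peak over basal fluorescence ratio in a 140 s read after ATP addition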
# M1 PAM: potentiates human M1 receptor response to acetylcholine; P11229; CHO-K1 hM1, Fluo-8 calcium fluorescence, ACh EC20; 0% = ACh EC20, 100% = maximal ACh; activation, % at 3 µM; actives 0.088% (n = 360,000); in the data active means activation above about 19%, passing the limit was not always enough
# Target sequence (P11229 whole entry, looked up): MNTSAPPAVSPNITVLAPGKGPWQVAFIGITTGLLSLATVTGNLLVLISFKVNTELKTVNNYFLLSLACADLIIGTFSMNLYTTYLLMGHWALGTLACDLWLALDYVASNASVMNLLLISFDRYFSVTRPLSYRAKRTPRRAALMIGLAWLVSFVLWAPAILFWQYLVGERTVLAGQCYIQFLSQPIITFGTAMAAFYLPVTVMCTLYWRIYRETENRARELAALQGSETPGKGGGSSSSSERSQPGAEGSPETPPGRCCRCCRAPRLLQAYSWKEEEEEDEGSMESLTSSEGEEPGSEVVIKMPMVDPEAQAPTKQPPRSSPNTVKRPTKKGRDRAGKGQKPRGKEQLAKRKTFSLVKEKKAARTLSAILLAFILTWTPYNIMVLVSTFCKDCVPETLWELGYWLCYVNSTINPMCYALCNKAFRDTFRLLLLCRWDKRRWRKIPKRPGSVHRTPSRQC
# CHRM1 agonist: human M1 muscarinic receptor agonism | P11229 | CHO-K1 hM1, Fluo-8 calcium fluorescence, agonist mode; 0% DMSO, 100% acetylcholine EC100 | activation, % at 3 µM | AID 588814 | actives 0.33% (n = 360,000);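 active means activation above the run's mean compound activation plus 3 SD, cut at about 16% in these data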;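 further: peak over basal fluorescence ratio within a 140 s kinetic read after compound addition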
# M1 ag parental: nonselective activator or artifact in parental CHO-K1 cells; Fluo-8 calcium fluorescence; scaled to maximal ATP response, vehicle zero; activation, % at 3 µM; actives 0.48% (n = 360,000); in the data active means activation above about 15%;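 further: untransfected CHO-K1 host cells lacking M1 receptor as counterscreen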
# TAAR1 agonist: human TAAR1 agonism. Q96RJ0. CHO RD-HGA16 TAAR1, Fluo-8 calcium fluorescence; vehicle wells 0%, saturating PEA agonist 100%. actives 0.99% (n = 360,000). activation, % at 3 µM. AID 624467;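 active means activation above the mean activation of all test compounds in the run plus 3 SD, cut at about 38% in these data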
#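 Benchmarks: low control DMSO, high control PEA (EC100); System: CHO RD-HGA16 cells carrying human TAAR1 plus Gα16; Detection: Fluo-8 fluorescence, 5 s baseline then 140 s kinetic read; Schedule: 17-24 h plating, Fluo-8 75 min 37 °C, 30 min RT; Read-out basis: % activation from peak over basal fluorescence ratio, DMSO-to-PEA scaled.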
# M1 antag: antagonists of human M1 muscarinic receptor; inhibition, % at 3 µM; P11229; CHO-K1 hM1, Fluo-8 calcium fluorescence, ACh EC80 antagonist; actives 1.3% (n = 360,000);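 active means percent inhibition above its own plate's cutoff, namely the mean of that plate's compound wells plus 3 SD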;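 further: peak over basal fluorescence ratio during 140 s after agonist addition; 0% = ACh EC80 plus DMSO and 100% = DMSO alone without agonist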
# CHO parental Ca: signal in parental CHO cells, OX1R antagonist counter-screen; parental CHO-K1, ATP-induced calcium, Fluo-8 fluorescence; actives 0.63% (n = 330,000); AID 463079; inhibition, % at 5.6 µM;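 active means inhibition above that plate's mean sample inhibition plus 3 SD, cut at about 26% in these data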;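 further: 0% = ATP-challenged DMSO wells and 100% = DMSO wells without ATP; some compounds past the cut are filed as inactive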
#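 Assay system – parental CHO cells · Reagent – ATP stimulus · Detection – intracellular calcium via Fluo-8 no-wash fluorescent dye · Evaluation – percent inhibition of ATP-evoked calcium rise, normalized to controls · Controls – ATP wells versus no-ATP DMSO wells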
# CHO-K1 Ca antag: nonselective inhibitor or artifact in parental CHO-K1 cells | AID 602250 | ATP-induced calcium, Fluo-8 fluorescence | actives 0.6% (n = 360,000) | inhibition, % at 3 µM;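 active means inhibition above a per-plate cutoff, the plate's mean sample inhibition plus 3 SD, cut at about 24% in these data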;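 further: 0% = DMSO plus EC80 ATP and 100% = DMSO alone without ATP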
# TAAR1 antagonist: antagonists of human TAAR1. AID 624466. CHO RD-HGA16 TAAR1, Fluo-8 calcium fluorescence, antagonist. Q96RJ0. actives 1.5% (n = 360,000). inhibition, % at 3 µM;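 active means inhibition above a per-plate cutoff, the mean inhibition of test compounds on that plate plus 3 SD, cut at about 49% in these data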;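 further: 0% = DMSO plus EC80 beta-PEA response and 100% = DMSO alone without agonist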
#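 Test system: CHO RD-HGA16 cells bearing hTAAR1 | Reagent: β-PEA, EC80 | Compound dosing: 3 µM, single point | Schedule: Dye loading 75 min at 37 °C, then 30 min room temperature | Signal: Calcium fluorescence with Fluo-8 | Evaluation: Percent inhibition of PEA-evoked calcium signal, max/basal emission ratio | Control set: DMSO-only wells and EC80 β-PEA-stimulated wells | Repeats: Singlicate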
# Active calls of the source: *; x = not tested or not shown.
# Second line of a record: M1 PAM parental	M1 PAM	CHRM1 agonist	M1 ag parental	TAAR1 agonist	M1 antag	CHO parental Ca	CHO-K1 Ca antag	TAAR1 antagonist
1. Cc1ccccc1OCC1Cn2c(nc3c2c(=O)n(C)c(=O)n3C)O1 (stereo not given)
  9.8	-4.5	1.1	4.0	1.3	5.7	-9.8	0.4	-13.0
2. O=C(OCc1cccc([N+](=O)[O-])c1)c1cccnc1
  14.7	2.0	-8.4	-0.1	5.0	-5.8	4.9	-4.4	2.1
3. Cc1cc2ccccc2n1CCNC(=O)COc1ccc2ccccc2c1
  0.7	6.7	-0.9	1.5	1.7	-11.0	-1.9	2.7	-15.2
4. COc1ccc(/C=C/C(=O)OCC(=O)NCC2CCCO2)cc1 (stereo not given)
  -0.2	10.6	-0.2	0.6	8.7	-8.0	-1.6	5.5	3.6
5. COc1ccc2oc(=O)c(-c3nnc(NCc4ccco4)s3)cc2c1
  -1.0	7.9	0.8	0.0	8.7	2.2	-9.2	11.4	9.6
6. CN1CCC(=O)N([C@H](CN=[N+]=[N-])c2ccccc2)CC1
  12.2	-9.6	-12.4	0.6	6.7	9.5	-1.2	-12.9	-1.2
7. O=C1c2cccc3cccc(c23)C(=O)N1c1nccs1
  18.9	10.8	-2.0	0.3	4.9	-11.4	-0.6	-11.4	0.9
8. O=C(c1ccccc1)N1CCN(c2ccccc2F)CC1
  8.4	9.0	-4.0	0.1	8.3	-14.4	-4.0	0.5	-4.0
9. COc1ccc(C(=O)OCC(=O)Nc2ccc(F)c(F)c2F)cc1OC
  26.0	10.2	-2.4	1.1	1.9	-23.3	-11.4	-10.7	-10.1
10. O=C(CN(C1CCCCC1)S(=O)(=O)c1ccc(Cl)cc1)NCc1ccncc1
  -7.7	-7.1	-6.7	0.9	10.6	-1.0	-31.9	-8.6	10.3
11. Fc1ccc(/C=C2\CCCC3=C2Nc2ncnn2C3c2ccc(F)cc2)cc1 (stereo not given)
  3.3	-8.3	1.9	5.4	19.3	31.7*	-2.7	19.2	64.6*
12. COc1ccc([C@H]2CC(=O)C=C(c3ccccc3Oc3ccccc3)C2)cc1
  6.9	5.4	-2.3	0.7	7.9	-7.7	-31.8	-15.2	50.4*
13. CCOCCn1c(CN(Cc2ccccc2)Cc2ccccc2)nc2c1c(=O)n(C)c(=O)n2C
  10.9	-2.0	-6.5	-0.1	-1.1	0.3	-30.0	-10.0	-18.0
14. CC(C)[C@H](NC(=O)c1ccccc1)C(=O)OCC(=O)NCCc1ccc(F)cc1
  12.0	0.6	-4.0	1.9	25.1	4.5	-15.9	-7.3	14.7
15. O=S(=O)(O)c1ccc(N=NNc2ccc(Br)cc2)cc1
  3.3	11.0	0.7	1.3	3.7	-16.0	-3.6	-5.3	-18.0
16. CN(c1ccc(C(=O)NCCSCc2ccccc2)cc1)S(=O)(=O)c1ccccc1
  -9.0	-7.5	-1.6	-0.2	5.0	14.7	-11.9	24.2*	21.1
17. Nc1[nH]nc2nc3ccccc3cc12
  2.8	7.4	-3.8	5.4	0.4	-4.1	15.1	-11.5	-17.7
18. N#CCOc1coc(CN2CCN(c3cccc(Cl)c3)CC2)cc1=O
  25.3	5.1	-2.8	2.0	7.0	-8.0	14.4	-24.4	-24.8
19. CC(C)CSc1nnc(N)s1
  -21.8	-2.8	-0.8	-0.1	4.2	17.6	0.9	9.9	0.9
20. COc1ccc(CCNc2nncc(=O)[nH]2)cc1OC
  7.3	11.1	2.0	-0.1	1.7	-35.2	-6.6	-12.2	-21.1

# The results go on:
# Second line of a record: M1 PAM parental	M1 PAM	CHRM1 agonist	M1 ag parental	TAAR1 agonist	M1 antag	CHO parental Ca	CHO-K1 Ca antag	TAAR1 antagonist
21. Cc1cccc(OCCCC(=O)NNC(=O)CCN2CCN(c3ccccc3)CC2)c1
  -13.0	3.8	1.8	2.6	6.1	-4.7	-11.6	1.3	8.4
22. CCc1sc(C(=O)NNC(=O)CNC(=O)c2ccccc2F)cc1C
  12.9	17.7	5.7	0.1	3.2	3.7	-3.8	7.2	-14.3
23. N#C/C(=C/c1ccc(N2CCOCC2)c([N+](=O)[O-])c1)C(N)=O
  10.3	3.1	-0.5	1.6	3.3	0.8	-8.8	-17.7	-2.4
24. CCC(=O)NCCCCCCCCCNC(=O)CC
  14.2	9.2	-4.5	0.5	1.4	-17.1	-1.4	-7.5	-20.6
25. COc1cccc(/C=C/C(=O)c2ccc3c(c2)OCO3)c1OC
  13.8	7.7	-6.4	0.9	x	-6.8	-15.7	-26.6	x
26. O=C(CN1CCN(c2ccc(F)cc2)CC1)Nc1ccccc1
  19.0	7.1	-3.0	1.3	0.1	-14.3	1.1	-14.0	3.6
27. CSc1cccc(NC(=S)N(CCN(C)C)C(C)c2ccccn2)c1 (stereo not given)
  6.7	4.0	-1.8	2.9	2.8	-6.3	2.2	2.0	-12.6

# One compound at a time, as listed above. Order of screens: M1 PAM parental, M1 PAM, CHRM1 agonist, M1 ag parental, TAAR1 agonist, M1 antag, CHO parental Ca, CHO-K1 Ca antag, TAAR1 antagonist
# Shown for CSc1cccc(NC(=S)N(CCN(C)C)C(C)c2ccccn2)c1 (stereo not given) = 6.7, 4.0, -1.8, 2.9, 2.8, -6.3, 2.2, 2.0, -12.6
# Shown for CCC(=O)NCCCCCCCCCNC(=O)CC = 14.2, 9.2, -4.5, 0.5, 1.4, -17.1, -1.4, -7.5, -20.6
# Shown for Cc1cccc(OCCCC(=O)NNC(=O)CCN2CCN(c3ccccc3)CC2)c1 = -13.0, 3.8, 1.8, 2.6, 6.1, -4.7, -11.6, 1.3, 8.4
# Shown for CCc1sc(C(=O)NNC(=O)CNC(=O)c2ccccc2F)cc1C = 12.9, 17.7, 5.7, 0.1, 3.2, 3.7, -3.8, 7.2, -14.3
# Shown for N#C/C(=C/c1ccc(N2CCOCC2)c([N+](=O)[O-])c1)C(N)=O = 10.3, 3.1, -0.5, 1.6, 3.3, 0.8, -8.8, -17.7, -2.4
